# Screens as filed in PubChem.
# pAkt inh – blocks phosphorylation of Akt; Neuro2A IGF-stimulated pAkt S473 HTRF, 20 min; active compounds read low; activity change, % for hits at 50 µM; hit rate 0.32% among 360,000; AID 651550; in the data active = activity change below about -80%; inconclusive = mostly about -51% to -80%; note: % is set by controls: 0 for no effect and ±100 for the full control effect
#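 Neuro2A cells (4,500/well, DMEM with 0.5% FBS) were treated with compound at a single 50 µM final concentration, stimulated with 6 nM IGF for 20 min at 37 °C, and lysed. Phospho-Akt Ser473 was read by HTRF as 665/615 ratio ×10^4.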
# TGFb inhibitor – TGF-b pathway inhibition; HepG2 CAGA-GFP TGF-b/SMAD3 reporter, GFP fluorescence, 18 h; TGF-beta stimulated, 500 pg/mL final; Potency, µM (highest dose often 46.1 µM), inactives show at the highest dose activity, negative = inhibition, most hits filed as inhibitors; hit rate 1.2% among 410,000; note: potency is the fitted concentration of half-maximal effect; % is set by controls: 0 for no effect and ±100 for the full control effect; nearly all actives have a fitted effect of over 65% in size
#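 Cell-based qHTS in HEPG2 carrying a CAGA-GFP Smad reporter; compounds added before 500 pg/mL final TGF-beta, 18 h incubation at 37 degrees C, GFP fluorescence quantified per cell by imaging cytometry.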
# A549 viability – kills or reduces viability of A549 cells in Nrf2 counter-screen; Potency, µM (top dose mostly 46 µM), without a hit: at the top dose activity change, negative = cytotoxicity, usual class: inhibitors; A549 ARE-Fluc cells, CellTiter-Fluor viability, 18-24 h; hit rate 0.16% among 390,000; AID 504648; note: potency is the fitted concentration of half-maximal effect; % is set by controls: 0 for no effect and ±100 for the full control effect
#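 Cytotoxicity counterscreen: CellTiter-Fluor fluorescence was measured in A549 ARE_Fluc cells after 18-24 h of compound exposure in a concentration series. The subsequent BugLite luminescent read reports ARE-luciferase activity.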
# HepG2 viability – kills HepG2 cells in TGF-b inhibitor counter-screen; AID 588856; Potency, µM (top dose mostly 46.1 µM), without a hit: top-dose activity change, negative = cytotoxicity, actives largely listed as cytotoxic; HepG2 CAGA-GFP viability, ATP luminescence, 18 h; hit rate 0.76% among 410,000; note: potency is the fitted concentration of half-maximal effect; some results filed as inactive show a strong effect at the top dose
#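 HepG2 CAGA-GFP cells (1000/well, DMEM with 1% FBS) received compound, then TGF-beta at 500 pg/mL final, and were incubated 18 hours at 37 degrees C. Viability was read by CellTiter-Glo luminescence. Media-only wells were set as complete cell-killing and DMSO as no toxicity.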
# CCT modulator – changes cytosolic chaperonin activity | purified chaperonin ATPase assay, HTRF ADP detection, 30 min | activity change, % (no concentration beside the values), hits read low | hit rate 0.3% among 360,000 | AID 651819; in the data active = activity change below about -30%; note: % is set by controls: 0 for no effect and ±100 for the full control effect
#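 TRiC at 40 or 20 nM final (batch-dependent) in 30 mM Tris pH 7.4, 100 mM KCl, 5 mM MgCl2, 1 mM DTT, with compound at single 76 uM and 10 uM ATP, 30 min at 37 deg C. ADP detected by HTRF Transcreener, 665/615 ratio.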
# MmCpn inh – inhibitors of Methanococcus maripaludis chaperonin (MmCpn); purified Mm-Cpn ATPase, ADP Transcreener TR-FRET; Potency, µM (doses to about 76.9 µM), for the others: at the highest dose activity, negative = inhibition, actives largely listed as inhibitors; hit rate 0.031% among 330,000; AID 504842; note: potency is the fitted concentration of half-maximal effect; % is set by controls: 0 for no effect and ±100 for the full control effect; nearly all actives have a fitted effect of over 80% in size
#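 25 nM Mm-CPN + cpd, 10 min 37°C; + 10 uM ATP, 30 min 37°C; buffer 30 mM Tris pH 7.4, 100 mM KCl, 5 mM MgCl2, 1 mM DTT; Transcreener ADP HTRF detection 30 min RT.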
# Abeta yeast res – A-beta toxicity reversal in yeast | yeast expressing A-beta42, growth rescue, OD600, 48 h; response scale: 0% DMSO, 100% iron-clioquinol control | Potency, µM (titrated, usually from 46.1 µM), without a hit: at the highest dose growth rescue, usual class: activators | hit rate 0.063% among 410,000; note: potency is the fitted concentration of half-maximal effect; nearly all actives have a fitted effect of over 55% in size
#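 Yeast growth medium received pinned compounds, then yeast cells expressing toxic A-beta were added; plates incubated at 30 C for 48 hr. Growth read as absorbance at 600 nm, normalized to DMSO and equimolar FeCl3 plus clioquinol controls.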
# Nrf2 block – inhibitors of Nrf2 signaling; A549 ARE-Fluc reporter, luciferase luminescence, 18-24 h; Potency, µM (doses to about 46 µM), inactives show at the highest dose activity change, negative = inhibition, hits mostly inhibitors; hit rate 2.1% among 360,000; note: potency is the fitted concentration of half-maximal effect; % is set by controls: 0 for no effect and ±100 for the full control effect; nearly all actives have a fitted effect of over 60% in size
#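 Nrf2 function is reported as luminescence of an ARE-controlled luciferase in A549 cells. Compounds were tested at several concentrations, and a CellTiter-Fluor read on the same wells flagged cytotoxicity.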
# Nrf2 activator – Nrf2 pathway activation | AREc32 ARE-luciferase reporter (MCF7-derived line), luminescence, 24 h | Potency, µM (doses to about 46.1 µM), without a hit: top-dose activation, hits mostly activators | hit rate 0.31% among 410,000; note: potency is the fitted concentration of half-maximal effect; % of control where 0% means no effect; nearly all actives have a fitted effect of over 65% in size
#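 AREc32 cells carrying an ARE-driven firefly luciferase reporter were seeded at 1000 cells/well in OPTI-MEM with 5% FBS, then exposed to compound for 24 hr at 37 deg C. Luminescence was read with Steady-Glo after 30 min at RT.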
# Starred values were filed as active, the others as inactive; i = inactive; ? = inconclusive; / = no result given; & = joins results of further samples. Unless noted, calls come from the whole dose curve; as a rule, active = well fitted curve in the direction sought with a large enough effect; inconclusive = small, poorly fitted or top-dose-only effect, or another doubt; inactive = no such curve, though single readings can be large; an effect the other way counts as inactive or inconclusive.
molecule | TGFb inhibitor | MmCpn inh | CCT modulator | HepG2 viability | Nrf2 block | pAkt inh | Nrf2 activator | A549 viability | Abeta yeast res
Cc1cc(NC(=O)COC(=O)c2ccc(F)c(S(=O)(=O)N3CCOCC3)c2)no1 | 14% | -2% | -8.5 | 0% | 16% | i | -0.6% | -3% | 1%
CC(C)Cn1c(N)c(C(=O)COC(=O)c2cccc(F)c2)c(=O)n(C)c1=O | -1% | -1% | -1.4 | -6% | -12% | i | 3.4% | 7% | 7%
OC(COc1ccccc1)CN1C2=NCCCN2c2ccccc21 (stereo unspecified) | 25% | 3% | 1.6 | 2% | / | i | -0.4% | 17% | 26%
CN(C(=O)c1ccc(NC(=O)Cc2ccc(NC(=O)C3CCCN(C(=O)CCc4ccccc4)C3)cc2)cc1)C1CC1 (stereo unspecified) | -31% | -9% | -1.3 | -16% | 12µM* | i | 3.7% | -11% | 15%
O=C(NCc1cccs1)C(=O)NCC(c1ccco1)N1CCN(c2ccc(F)cc2)CC1 (stereo unspecified) | -28% | 1% | 0.3 | -8% | 15µM* | i | 0.6% | -19% | 15%
Cc1c(Nc2nc(-c3ccccc3)cs2)c(=O)n(-c2ccccc2)n1C | 1% | -1% | -1.1 | -19% | 15% | i | 3.9% | 5% | -10%
COc1cccc(NC(=O)N(C)C[C@@H]2Oc3ncc(Br)cc3C(=O)N([C@@H](C)CO)C[C@H]2C)c1 | 2% | / | -1.9 | -1% | / | i | -0.5% | / | -4%
CC(=O)Nc1cc(C(=O)OCC(=O)c2ccccc2)ccc1C | 29% | 2% | 2.0 | -7% | ? | i | -0.5% | 0% | -3%
COc1cc(OC)c(S(=O)(=O)Nc2ccc(C(=O)N3CCCC3)cc2)cc1NC(C)=O | -2% | 0% | 0.6 | -4% | ? | i | -0.7% | 10% | 9%
Cc1cccc(NC(=O)C2CCN(C(=O)c3ccco3)CC2)c1C | 9% | 0% | -1.1 | 9% | 2% | i | -0.4% | 2% | -13%
COc1ccc(S(=O)(=O)N2CCC[C@H]2C(=O)N2CCC[C@H]2C(=O)N[C@H](C)c2ccccc2)cc1C | / | / | 1.4 | / | / | i | 0.2% | / | -10%
O=C(NN1CCN(Cc2ccccc2)CC1)c1ccc(N2CCOCC2)c([N+](=O)[O-])c1 | 2% | 1% | -0.4 | 1% | -11% | i | 0.8% | 0% | -2%
COc1cccc(C(=O)NCC(c2ccc3c(c2)OCO3)N2CCN(C)CC2)c1 (stereo unspecified) | -7% | / | / | -1% | / | / | -0.1% | -1% | 4%
COc1ccccc1-c1c(-c2ccc(OCC(=O)NN)cc2O)n[nH]c1C(F)(F)F | -14% | -6% | 0.6 | -27% | 11% | i | -0.8% | -7% | 9%
COCCCNC(=S)Nc1ccc(CC(=O)O)cc1 | 1% | 1% | -0.7 | -2% | 5% | i | -0.2% | 1% | -6%

# 11 neighbouring records from above, quoted:
molecule | TGFb inhibitor | MmCpn inh | CCT modulator | HepG2 viability | Nrf2 block | pAkt inh | Nrf2 activator | A549 viability | Abeta yeast res
Cc1cc(NC(=O)COC(=O)c2ccc(F)c(S(=O)(=O)N3CCOCC3)c2)no1 | 14% | -2% | -8.5 | 0% | 16% | i | -0.6% | -3% | 1%
CC(C)Cn1c(N)c(C(=O)COC(=O)c2cccc(F)c2)c(=O)n(C)c1=O | -1% | -1% | -1.4 | -6% | -12% | i | 3.4% | 7% | 7%
OC(COc1ccccc1)CN1C2=NCCCN2c2ccccc21 (stereo unspecified) | 25% | 3% | 1.6 | 2% | / | i | -0.4% | 17% | 26%
CN(C(=O)c1ccc(NC(=O)Cc2ccc(NC(=O)C3CCCN(C(=O)CCc4ccccc4)C3)cc2)cc1)C1CC1 (stereo unspecified) | -31% | -9% | -1.3 | -16% | 12µM* | i | 3.7% | -11% | 15%
O=C(NCc1cccs1)C(=O)NCC(c1ccco1)N1CCN(c2ccc(F)cc2)CC1 (stereo unspecified) | -28% | 1% | 0.3 | -8% | 15µM* | i | 0.6% | -19% | 15%
Cc1c(Nc2nc(-c3ccccc3)cs2)c(=O)n(-c2ccccc2)n1C | 1% | -1% | -1.1 | -19% | 15% | i | 3.9% | 5% | -10%
COc1cccc(NC(=O)N(C)C[C@@H]2Oc3ncc(Br)cc3C(=O)N([C@@H](C)CO)C[C@H]2C)c1 | 2% | / | -1.9 | -1% | / | i | -0.5% | / | -4%
CC(=O)Nc1cc(C(=O)OCC(=O)c2ccccc2)ccc1C | 29% | 2% | 2.0 | -7% | ? | i | -0.5% | 0% | -3%
COc1cc(OC)c(S(=O)(=O)Nc2ccc(C(=O)N3CCCC3)cc2)cc1NC(C)=O | -2% | 0% | 0.6 | -4% | ? | i | -0.7% | 10% | 9%
Cc1cccc(NC(=O)C2CCN(C(=O)c3ccco3)CC2)c1C | 9% | 0% | -1.1 | 9% | 2% | i | -0.4% | 2% | -13%
COc1ccc(S(=O)(=O)N2CCC[C@H]2C(=O)N2CCC[C@H]2C(=O)N[C@H](C)c2ccccc2)cc1C | / | / | 1.4 | / | / | i | 0.2% | / | -10%

# Continuation.
molecule | TGFb inhibitor | MmCpn inh | CCT modulator | HepG2 viability | Nrf2 block | pAkt inh | Nrf2 activator | A549 viability | Abeta yeast res
Nc1ccc(OC(=O)Nc2ccc(O)cc2)cc1 | 12% | -2% | -3.7 | 5% | 21µM* | i | 9.8% | -6% | -13%
CCOC(=O)C1CCN(CCC(=O)Nc2ccccc2Cl)CC1 | 10%&-1% | 0% | 2.2 | 2%&-29% | 10%&21% | i | 0.1%&1.5% | -1%&7% | -13%&-2%
O=C(Cc1cccs1)NC1CC(=O)N(c2ccc(F)cc2)C1 (stereo unspecified) | -2% | / | / | -12% | / | / | -0.3% | 13% | -7%
O=C1N(Cc2cccc(Cl)c2)C[C@@H]2C[C@@H](c3ccc4nonc4c3)N3CCC[C@@]123 | -28% | 3% | 1.4 | -43% | -7% | i | -0.7% | -13% | 5%
COc1ccc(C(=O)OCCCOC(=O)c2ccc(OC)cc2OC)c(OC)c1 | 10% | 0% | -1.1 | 4% | 0% | i | -0.4% | -8% | 9%
NC(=O)c1cc2ccccc2o/c1=N/NC(=O)c1cccc(F)c1 | 0% | 2% | -0.3 | -1% | -15% | i | ? | 0% | 3%
CSc1nc(N)nc2c1ncn2CC(=O)NCc1ccc2[nH]ccc2c1 | ? | -1% | 1.6 | 2% | -24% | i | 4.1% | -5% | -3%
Cc1c(C)c2ccc(OCC(=O)Nc3ccccn3)cc2oc1=O | -12% | -6% | -5.9 | 8% | ? | i | 0.1% | 6% | -1%
O=C(CSc1nc2ccccc2c(=O)n1Cc1ccc(F)cc1)NCC1CCCO1 (stereo unspecified) | 8% | -2% | 1.4 | -1% | 6% | i | -0.8% | 1% | -2%
O=C(NCc1ccccc1)c1cccc(Br)n1 | -15% | -1% | -1.7 | -23% | 3% | i | 2.5% | 3% | 7%
CCO[C@@H]1OC(C(=O)NCc2ccccc2)=C[C@H](c2coc3ccccc3c2=O)[C@H]1CCCO | 5% | / | -1.7 | 6% | ? | i | 22% | -3% | 3%
CCOC(=O)c1[nH]c2ccccc2c1NC(=O)c1ccc(S(=O)(=O)N2CCOCC2)cc1 | 2% | 0% | 0.8 | -2% | -11% | i | -0.1% | -1% | -1%
COc1ccc(CC(=O)Nc2ccc(-c3nc4ccccc4s3)c(C)c2)cc1OC | -1% | / | / | -17% | / | / | 4.0% | 0% | -8%
Cc1ccc(S(=O)(=O)Cc2ccccc2Cl)cc1 | -10% | 2% | -3.8 | -23% | 10% | i | 0.1% | -4% | -5%
O=C(O)c1cccnc1Cl | 11% | 0% | -0.2 | 12% | 8% | i | -0.3% | 6% | 8%
CCc1cccc(C)c1NC(=S)N(CCN(C)C)C(C)c1ccco1 (stereo unspecified) | -7% | 2% | -1.7 | -5% | 3% | i | 0.0% | -1% | 5%
COCCCNC(=O)Cc1c(C)c2c(cc(C)c3c(C)c(C)oc32)oc1=O | 0% | -1% | 0.2 | -1% | 18% | i | 3.0% | 3% | -2%
NC(=O)c1ccsc1NC(=O)COC(=O)c1cccnc1Cl | -2% | -3% | -0.2 | -2% | ? | i | 0.3% | 3% | -4%
Clc1cc(Br)ccc1OCCOCCN1CCCC1 | 9% | -1% | -0.1 | -15% | 21% | i | 0.7% | 17% | 20%
N#Cc1ccc(C(=O)OCCc2cc3ccccc3c(=O)o2)cc1 | 1% | -1% | -1.7 | 5% | -9% | i | 0.1% | -2% | 1%
Cc1ccc(C(=O)CC(=O)c2ccccc2C)c(O)c1 | ? | -16% | -2.6 | -23% | -27% | i | 0.2% | -8% | -21%
Cc1ccc(C(=O)N2CC=C(c3ccccc3)CC2)s1 | -9% | 1% | -7.5 | 1% | -20% | i | 0.4% | 11% | -11%
CCOC(=O)c1cccc(NC(=O)C2CCCN(c3nnc(C)c4c(C)n(-c5ccccc5)nc34)C2)c1 (stereo unspecified) | -21% | / | / | -4% | 6% | / | -0.4% | 1% | -7%
Fc1ccc(-c2nc3c(-c4ccc(Cl)cc4)cnn3cc2CCN2CCOCC2)cc1 | -2% | 0% | -1.6 | -68% | ? | i | 0.1% | 1% | 2%
N#CC1(NC(=O)COC(=O)C23CC4CC(CC(O)(C4)C2)C3)CCCCC1 | 3% | 2% | -0.9 | 0% | 4% | i | -0.2% | -4% | -11%
COc1ccc(CCNC(=O)CSc2nnc3ccc(-c4ccccn4)nn23)cc1OC | 24% | -4% | -3.2 | 10% | 0% | i | 0.0% | 0% | -9%
